Cav32 inh = Cav3.2 calcium influx blockers – cell-based, Fluo-4 calcium fluorescence, FDSS, MLSMR library, primary screen; Voltage-dependent T-type calcium channel subunit alpha-1H (Homo sapiens), O95180; Cav3.2-expressing cells; hits give low values; B-score at 10 µM; 100,000 compounds, 4% hits; AID 449739, 2010;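 active = single-dose well whose peak fluorescence ratio is a statistical outlier from its plate by either plate-standardised score or position-corrected B-score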
Target sequence (O95180 whole entry, looked up): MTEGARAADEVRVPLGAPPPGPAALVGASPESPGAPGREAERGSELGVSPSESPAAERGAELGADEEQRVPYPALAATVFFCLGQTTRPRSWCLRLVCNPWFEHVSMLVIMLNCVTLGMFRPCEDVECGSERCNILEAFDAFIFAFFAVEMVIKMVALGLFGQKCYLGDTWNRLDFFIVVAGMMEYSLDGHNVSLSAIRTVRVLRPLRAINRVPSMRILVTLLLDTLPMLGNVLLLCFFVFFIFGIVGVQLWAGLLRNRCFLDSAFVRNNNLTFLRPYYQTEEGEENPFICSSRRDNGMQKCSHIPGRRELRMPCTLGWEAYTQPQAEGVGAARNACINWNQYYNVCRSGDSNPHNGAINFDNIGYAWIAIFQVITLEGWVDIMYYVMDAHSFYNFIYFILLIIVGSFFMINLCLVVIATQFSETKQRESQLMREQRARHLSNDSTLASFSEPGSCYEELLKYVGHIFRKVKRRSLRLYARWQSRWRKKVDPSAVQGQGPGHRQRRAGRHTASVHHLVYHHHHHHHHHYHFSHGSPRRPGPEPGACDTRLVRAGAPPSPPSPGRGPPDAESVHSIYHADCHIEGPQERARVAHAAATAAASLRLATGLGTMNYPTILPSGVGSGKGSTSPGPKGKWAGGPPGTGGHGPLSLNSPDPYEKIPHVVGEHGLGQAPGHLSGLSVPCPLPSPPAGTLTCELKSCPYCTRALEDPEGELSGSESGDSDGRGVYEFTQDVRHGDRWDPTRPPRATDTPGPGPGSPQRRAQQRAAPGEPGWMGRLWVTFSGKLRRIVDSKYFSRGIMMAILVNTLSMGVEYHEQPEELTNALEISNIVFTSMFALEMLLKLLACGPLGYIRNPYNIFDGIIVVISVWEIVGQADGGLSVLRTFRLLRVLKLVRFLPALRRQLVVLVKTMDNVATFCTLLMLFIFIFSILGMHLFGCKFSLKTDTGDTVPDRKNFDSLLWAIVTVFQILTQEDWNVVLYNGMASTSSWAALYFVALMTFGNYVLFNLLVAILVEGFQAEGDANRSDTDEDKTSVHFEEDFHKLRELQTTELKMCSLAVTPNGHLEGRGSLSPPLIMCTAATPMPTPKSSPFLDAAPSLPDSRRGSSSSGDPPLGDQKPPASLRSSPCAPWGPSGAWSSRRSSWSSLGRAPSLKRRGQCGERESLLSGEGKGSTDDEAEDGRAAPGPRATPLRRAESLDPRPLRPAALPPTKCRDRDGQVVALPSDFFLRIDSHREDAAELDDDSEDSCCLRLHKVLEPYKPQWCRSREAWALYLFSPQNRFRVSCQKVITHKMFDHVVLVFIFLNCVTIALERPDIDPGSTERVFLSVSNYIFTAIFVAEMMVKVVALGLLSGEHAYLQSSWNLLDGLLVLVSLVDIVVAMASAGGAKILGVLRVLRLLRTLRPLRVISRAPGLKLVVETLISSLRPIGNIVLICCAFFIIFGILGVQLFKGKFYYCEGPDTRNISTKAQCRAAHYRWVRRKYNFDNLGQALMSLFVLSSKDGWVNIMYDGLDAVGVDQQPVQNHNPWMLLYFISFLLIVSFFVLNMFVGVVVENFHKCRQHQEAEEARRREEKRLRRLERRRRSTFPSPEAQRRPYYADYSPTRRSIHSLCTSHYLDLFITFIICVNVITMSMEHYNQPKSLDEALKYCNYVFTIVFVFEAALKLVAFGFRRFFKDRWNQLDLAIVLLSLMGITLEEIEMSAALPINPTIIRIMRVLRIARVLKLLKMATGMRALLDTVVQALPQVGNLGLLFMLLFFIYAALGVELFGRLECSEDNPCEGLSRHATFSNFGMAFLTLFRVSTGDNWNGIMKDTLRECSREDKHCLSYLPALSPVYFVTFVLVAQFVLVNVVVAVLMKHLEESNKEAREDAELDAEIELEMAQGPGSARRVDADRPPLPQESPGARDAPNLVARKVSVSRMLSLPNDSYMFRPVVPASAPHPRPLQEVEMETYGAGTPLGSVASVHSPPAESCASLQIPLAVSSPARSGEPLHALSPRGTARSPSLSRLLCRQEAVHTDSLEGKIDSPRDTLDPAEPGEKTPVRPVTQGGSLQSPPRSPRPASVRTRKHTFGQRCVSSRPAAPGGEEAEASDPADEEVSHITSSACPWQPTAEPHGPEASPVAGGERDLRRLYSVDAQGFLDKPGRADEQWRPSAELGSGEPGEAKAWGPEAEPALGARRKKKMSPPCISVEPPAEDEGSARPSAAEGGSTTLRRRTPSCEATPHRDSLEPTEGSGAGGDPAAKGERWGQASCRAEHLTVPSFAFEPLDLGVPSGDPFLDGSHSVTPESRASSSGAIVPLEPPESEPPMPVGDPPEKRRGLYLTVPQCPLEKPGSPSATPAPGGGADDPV
* = called active by the depositor. The list is partial, so the mix of outcomes need not match the whole.

SMILES	Cav32 inh
C/C=C(\C)CN1CCN(c2cc(C)ccc2C)CC1	0.24
CC(=O)c1ccc(NC(=O)CSc2nnc(-c3ccoc3C)n2Cc2ccccc2)cc1	-2.4
CCN(CC)Cc1cc(CC(C(N)=O)C(N)=O)ccc1OC	-0.83
Cc1nc2ccccc2cc1C(=O)NCc1ccco1	0.86
Cc1cc(OCc2nn[nH]n2)c2c(C)c(Cc3ccccc3)c(=O)oc2c1	0.84
CN(c1ccc(OCC(=O)Nc2ccc3[nH]c(=O)[nH]c3c2)cc1)S(=O)(=O)c1ccc(Cl)cc1	-0.017
COC(=O)c1cccc(NC(=O)CN(c2ccc3c(c2)OCO3)S(C)(=O)=O)c1C	1.1
Cc1[nH]c2ccccc2c1C(c1ccccn1)N1CCC(C)CC1 (stereo unspecified)	1.7
Cc1nn2c(N)c(C#N)cnc2c1-c1ccccc1	0.047
O=[N+]([O-])c1ccc(N2CCN(S(=O)(=O)Cc3ccccc3)CC2)cc1N1CCOCC1	1.6
Cc1ccc(S(=O)(=O)N(C)CC(=O)Nc2nc3ccccc3s2)cc1	-0.99
NC(=O)c1sc2nc3c(c(-c4cccnc4)c2c1N)CCC3	0.58
COc1ccc(-n2nnnc2SCC(=O)NCCc2ccc(OC)c(OC)c2)cc1	-2.8
Cc1ccc(C(=O)C2CCN(CC(=O)Nc3ccc(N(C)C)cc3)CC2)cc1	-0.36
Cc1ccccc1NC(=O)CSc1nc(N)c(C#N)c(-c2cccs2)c1C#N	0.51
CCc1nc2ccccc2c(C(=O)O)c1C	-0.047
COc1ccc(NC(=O)Cc2nc3ccccc3[nH]2)cc1	0.68
COC(=O)c1ccc(CSc2nc3cc(Cl)ccc3s2)o1	-0.33
C=CCOc1ccccc1CNCCCN1CCOCC1	-3.8
Cc1c(C(=O)NCc2ccccn2)oc2ccccc12	0.11
COc1cc(S(=O)(=O)NCCCN2CCOCC2)ccc1Cl	1.6
Cc1cc(NC(=O)c2cccc(S(=O)(=O)N3CCCCCC3)c2)n(-c2ccccn2)n1	1.9
Cc1nc2ccccc2c2c1C(=O)N(CCC1=CCCCC1)C2=O	-1.5
COC(=O)C1=C[C@@H](C(=O)OC)[C@@H]2C3=C(C(=O)[C@@]2(C)NC(=O)c2ccccc2)[C@H](c2ccccc2)n2c(=O)n(-c4ccccc4)c(=O)n2[C@@H]3C1	0.46
O=C(Nc1ccc(F)cc1)N1CCn2c(nc3ccccc32)C1	0.12
O=C(NC1CCS(=O)(=O)C1)C1CCCCN1S(=O)(=O)c1ccc(Cl)cc1 (stereo unspecified)	0.31
Cc1cc(N2C(=O)CC(C(C)c3ccccc3)C2=O)no1 (stereo unspecified)	-0.83
Cc1ccc(C(=O)C[n+]2cccc3ccccc32)cc1	-0.041
CNC(=O)CSc1nnnn1-c1ccc(C)cc1C	0.045
O=c1c2ccccc2nc(SCc2nnc(-c3ccccc3)o2)n1-c1ccccc1	-2.6
COC(=O)NC1CCC(CC2CCC(NC(=O)OC)CC2)CC1 (stereo unspecified)	0.34
CCOC(=O)c1cnc2sccn2c1=O	2
C=CCN1C=C2C(=O)C(C)(OC(=O)CCC(=O)OC)C(=O)C(Br)=C2C=C1c1ccc(OC)cc1 (stereo unspecified)	0.78
CCCCC(=O)Nc1ccccc1C(=O)N1CCOCC1	-0.25
CC1CN(S(=O)(=O)c2ccc(NC(=O)c3ccco3)cc2)CC(C)O1 (stereo unspecified)	0.42
Oc1cc2c(c(Cl)c1O)CCNCC2c1ccccc1 (stereo unspecified)	-3.1
Cc1ccc(S(=O)(=O)N(CC(=O)N2CCOCC2)CC(=O)N2CCOCC2)cc1	-0.052
CO/N=C\Cc1oc(=O)c(NC(=O)c2ccccc2)cc1C(=O)OC	0.25
C=CCN=C(NC#N)SCC(=O)NCc1ccccc1	0.57
C=CCn1c(COc2ccc(Cl)cc2)nnc1SCc1ccc(C#N)cc1	-7.7*
COc1ccc(C2C(C(N)=O)=C(C)Nc3nc(-c4cccc(Cl)c4)nn32)cc1OC (stereo unspecified)	1.1
CCOC(=O)c1c(NC(=O)c2ccccc2C)sc2c1CC(C)(C)OC2	0.11
COCCCNC(=O)C(F)(F)C(F)(F)C(=O)NCCCOC	0.3
CCCCNC(=O)/C=C/c1ccc(OC)c(Br)c1	-1.5
CCC(=O)c1cn(CC(=O)NCc2cccnc2)c2ccccc12	0.39
N#Cc1ccccc1CSc1ccccn1	0.009
Cc1ccc(S(=O)(=O)NCCNC(=O)c2cc(OCC(F)(F)F)ccc2OCC(F)(F)F)cc1	-0.19
Cc1cc(C)c(NC(=O)CN2CCOCCOCCOCCOCC2)c(C)c1	1.3
CC1CCN(C(=O)N[C@@H](Cc2ccccc2)C(=O)O)CC1	-0.029
CCC(C)(C)n1nnnc1C(C(C)C)N(CCCO)Cc1cc2cc(C)ccc2[nH]c1=O (stereo unspecified)	-0.36
NC(=O)C1(N2CCCCC2)CCN(C(=O)c2cccs2)CC1	-0.019
CCSc1nc(-c2ccc(OC)cc2)ccc1C#N	-0.9
Cc1sc2nc(C3CC3)nc(SCC(=O)N3CC(=O)Nc4ccccc43)c2c1C	0.58
COc1ccccc1CCNC(=O)C1CCCO1 (stereo unspecified)	1.6
CCn1c(COc2cccc(OC)c2)nnc1SCC(=O)N1CCOCC1	0.57
Cc1nnc(NC(=O)c2ccc3ccccc3c2)o1	-0.54
O=S(=O)(c1ccc(Cl)cc1)N1CCN(C2CCN(Cc3ccccc3)CC2)CC1	0.76
Cc1ccc(S(=O)(=O)N2CCCC2C(=O)OCc2nc3ccccc3s2)cc1 (stereo unspecified)	1.5
CCN1CCc2c(sc(NC(=S)NC(=O)c3ccccc3)c2C#N)C1	1.8
Cc1cc(NC(=O)c2cc(-c3ccncc3)nc3c(C)cccc23)no1	-2.3

5 records picked at random from those above:
SMILES	Cav32 inh
CCN1CCc2c(sc(NC(=S)NC(=O)c3ccccc3)c2C#N)C1	1.8
Cc1nnc(NC(=O)c2ccc3ccccc3c2)o1	-0.54
O=S(=O)(c1ccc(Cl)cc1)N1CCN(C2CCN(Cc3ccccc3)CC2)CC1	0.76
CCC(C)(C)n1nnnc1C(C(C)C)N(CCCO)Cc1cc2cc(C)ccc2[nH]c1=O (stereo unspecified)	-0.36
Cc1cc(NC(=O)c2cc(-c3ccncc3)nc3c(C)cccc23)no1	-2.3

Among those listed so far, these have an aryl methoxy group:
SMILES	Cav32 inh
CCN(CC)Cc1cc(CC(C(N)=O)C(N)=O)ccc1OC	-0.83
COc1ccc(-n2nnnc2SCC(=O)NCCc2ccc(OC)c(OC)c2)cc1	-2.8
COc1ccc(NC(=O)Cc2nc3ccccc3[nH]2)cc1	0.68
COc1cc(S(=O)(=O)NCCCN2CCOCC2)ccc1Cl	1.6
C=CCN1C=C2C(=O)C(C)(OC(=O)CCC(=O)OC)C(=O)C(Br)=C2C=C1c1ccc(OC)cc1 (stereo unspecified)	0.78
COc1ccc(C2C(C(N)=O)=C(C)Nc3nc(-c4cccc(Cl)c4)nn32)cc1OC (stereo unspecified)	1.1
CCCCNC(=O)/C=C/c1ccc(OC)c(Br)c1	-1.5
CCSc1nc(-c2ccc(OC)cc2)ccc1C#N	-0.9
COc1ccccc1CCNC(=O)C1CCCO1 (stereo unspecified)	1.6
CCn1c(COc2cccc(OC)c2)nnc1SCC(=O)N1CCOCC1	0.57

(listing goes on)
SMILES	Cav32 inh
CN(C)c1ncc(S(=O)(=O)c2ccc(Cl)cc2)c(-c2ccccc2)n1	-1.3
Cc1ccc(Cl)cc1N1CCN(C(=O)c2cn(C)c(=O)c3c2c2ccccc2n3C)CC1	-1.3
COc1ccc([C@H]2C=C(C(=O)O)O[C@@H](OCCCCO)C2)cc1	0.46
CCCCNc1ccc(C(CC(N)=O)NC(=O)Cc2ccc(Br)cc2)cc1[N+](=O)[O-] (stereo unspecified)	-0.18
O=C(CSc1nc2ccncc2[nH]1)Nc1ccccc1C(F)(F)F	-0.89
Cn1c(=O)n(C)c2cc(NC(=O)C(F)(F)F)ccc21	0.86
Cc1cccc(C(=O)Nc2onc(C)c2C#N)c1	1.5
Cc1ccc(-c2nc(C#N)c(N3CCCCC3)o2)cc1	-1.2
CCCCN(C)C(=O)Cn1cnc2sc(C)cc2c1=O	-0.36
COc1ccc(C(=O)NCCN2CCOCC2)cc1OC	-0.031
CC(C)CNS(=O)(=O)c1ccc(CCC(=O)N2CCN(Cc3ccc4c(c3)OCO4)CC2)cc1	0.13
O=C(NNS(=O)(=O)c1ccc(Cl)cc1)c1sccc1-n1cccc1	-1.7
CCOc1ccc(-n2c(SCC(=O)Nc3ccc4c(c3)OCCO4)nc3c(c2=O)SCC3)cc1	-0.082
COc1ccccc1Cc1nnnn1CC(=O)O	0.092
O=C(NCC(=O)N(CCc1ccccc1)C(C(=O)NC1CCCC1)c1cccnc1)c1ccco1 (stereo unspecified)	-0.35
CCOC(=O)c1cc(CC)sc1NC(=O)Cc1ccccc1	-0.44
C#CCOCCOCCOCCNc1nc(N2CCN(C(=O)[C@H]([C@@H](C)CC)n3cc([C@@H](N)CO)nn3)CC2)nc(N2CCN(C(=O)[C@H](CCCCN)n3cc([C@@H](N)C(C)CC)nn3)CC2)n1 (stereo partly specified)	0.52
O=C(O)C1CC1C(=O)N1CCN(c2ccc(Cl)c(Cl)c2)CC1 (stereo unspecified)	-0.45
CC1(C)Cc2ccccc2C(NNC(=O)c2ccccn2)=N1	-0.42
CCCCOC(=O)c1ccc(NC(C)=O)cc1	0.02
O=C1CCCC2=C1C(c1ccc(Cl)cc1)C1C(=O)c3ccccc3C1=N2 (stereo unspecified)	-4
O=C1C(c2ccccc2)SC(=Nc2ccccc2)N1S(=O)(=O)c1ccccc1 (stereo unspecified)	-0.56
CCOc1ccc(-c2n[nH]c(C)c2-c2ccccc2OC)c(O)c1	-0.61
CC1Cc2ccccc2N1C(=O)CCn1c(=O)sc2ccccc21 (stereo unspecified)	-2.8
CCOC(=O)C(NC(=O)c1ccccc1)=C(C)C	0.46
COc1cc2sc3ccc(C#Cc4ccccn4)cc3c(=O)c2cc1OC	0.062
Cn1nccc1C(=O)OCC(=O)Nc1nc(-c2ccccc2)cs1	-3.8*
COc1ccc(Cc2nc(-c3ccc(NC(=O)c4cccnc4)cc3)no2)cc1	0.4
COc1ccc(-c2nnn(CC(=O)N(Cc3ccccc3Cl)C(C(=O)NCC3CCCO3)c3ccco3)n2)cc1OC (stereo unspecified)	-1
CCOC(=O)c1[nH]c2ccc(OCC)cc2c1NC(=O)CN1CCCC(C)C1 (stereo unspecified)	-0.84
O=C1C2CC=CCC2C(=O)N1c1n[nH]c(Cc2ccccc2)n1 (stereo unspecified)	-0.12
CCOC(=O)/C=C1\CC(=O)Nc2nonc2N1	0.44
CC(C)(C)c1csc(NC(=O)c2cccs2)n1	-3.5
O=C(Nc1ccc2oc(=O)ccc2c1)c1cccnc1Cl	-0.041
C=C(C)CSc1nc(C)c(Cc2ccccc2)c(=O)[nH]1	-3.3
Cc1ccc(-n2c(-c3ccncc3)nnc2-c2cccs2)cc1	-0.45
Cc1ccc(C)n1NC(=O)c1ccccc1O	0.41
CCOC(=O)Cc1nnc(NC(=O)CSc2nncn2C)s1	-0.99
CCS(=O)(=O)NCCCc1ccccc1	0.54
Cc1cc(C)c(S(=O)(=O)N2CCCC(C(=O)NCCC3=CCCCC3)C2)c(C)c1 (stereo unspecified)	-0.0048
COC(=O)c1ccc(CSc2nc(N)cc(N)n2)cc1	0.1
COc1cccc(N2[C@@H](CC(C)=O)c3ccc(/C=C/C(C)=O)cc3S2(=O)=O)c1	1.1
COc1ccc(NC(=O)C2=C(C)NC(=O)NC2c2cccc(OC)c2OC)c(OC)c1 (stereo unspecified)	0.92
Cc1ccc(-c2nnc3sc(C4COc5ccccc5O4)nn23)cc1 (stereo unspecified)	1.2
CN(C)S(=O)(=O)c1cccc(C(=O)Nc2cc(Cl)cc(Cl)c2)c1	-0.68
CC(=O)c1ccc(N2CCN(C(=O)COc3ccccc3F)CC2)c(F)c1	0.017
O=C(N/N=C/c1ccc(N2CCOCC2)o1)c1cccc(C(F)(F)F)c1	0.66
Cc1cc(C)c2nc(C(F)(F)F)nc(NCCCN3CCCC3=O)c2c1	0.29
CCCCn1cnc2cc(NCc3ccncc3)ccc21	0.63
O=C(Nc1ccc(F)cc1F)c1cc2ncc(Br)cn2n1	0.53
c1ccc(-c2ccc(CN3CCN(c4ncccn4)CC3)cc2)cc1	-0.11
O=C(CCc1ccccc1)Nc1nc2nc(-c3ccccc3)cc(=O)n2[nH]1	0.044
COc1ccccc1N1CCN(C(=O)c2sc3nc(-c4ccccc4)cn3c2C)CC1	-1.8
O=C(NCCN1C(=O)C2C3C=CC(C3)C2C1=O)Nc1ccccc1 (stereo unspecified)	0.55
O=C1c2ccccc2C(=O)N1CC1c2ccccc2CCN1C(=O)N1CCOCC1 (stereo unspecified)	-0.75
Cc1ccc(C(=O)NNC(=O)C(C)Sc2nc(N)cc(N)n2)cc1 (stereo unspecified)	0.71
O=C1c2ccccc2NC(c2ccc(Cl)cc2Cl)N1O (stereo unspecified)	-0.086
CC1CCN(c2ccc(C(=O)N3CCOCC3)cc2[N+](=O)[O-])CC1	0.89
CC(C)C1N=C2c3ccccc3N=C(SCC#N)N2C1=O (stereo unspecified)	0.31
C[C@H](CO)NC(=O)[C@H](C)[C@H]1C[C@]1(C)[C@H](NC(=O)OCc1ccccc1)c1ccccc1	-0.41

Going on with the list:
SMILES	Cav32 inh
CC1(C)CC(=O)C(C=NCCN2CCOCC2)=C(O)C1	1.1
CC1=CCC(Cc2nc3ccccc3o2)C1(C)C (stereo unspecified)	-0.34
Cc1cccc(NC(=O)C2CCN(c3nccc(C)n3)CC2)c1	-0.0062
CC(C)OC(=O)CSc1nnc(-c2ccc(Cl)cc2Cl)n1N	-0.22
CCOC(=O)N1CCN(CCC(=O)Nc2cc(OC)cc(OC)c2)CC1	0.64
Cn1c(=O)c2c(nc(N3CCCCC3)n2CCNC2=NCCC2)n(C)c1=O	0.73
CCOC(=O)CNC(=O)CSc1nc(N)cc(N)n1	-0.16
Cc1[nH]c2ccccc2c1C(=O)CN1CCCC1	-0.59

Shown as a hit in Cav32 inh, of those listed so far:
SMILES	Cav32 inh
C=CCn1c(COc2ccc(Cl)cc2)nnc1SCc1ccc(C#N)cc1	-7.7*
Cn1nccc1C(=O)OCC(=O)Nc1nc(-c2ccccc2)cs1	-3.8*

Compound activity: PubChem, Vanderbilt High Throughput Screening Facility
